# Apoferritin bind: qHTS Assay for Identification of Novel General Anesthetics; AID 485281, 2010; apoferritin/1-aminoanthracene competitive binding, fluorescence; Potency, µM (doses to about 77.5 µM), for inactives: at the top dose activity change, negative = displacement, hits mostly inhibitors; 350,000 tested, 0.074% active; Ferritin light chain (Equus caballus), P02791; further: potency means the concentration at half of the fitted maximal effect; on the % scale 0 is the no-effect control and ±100 the full control effect; nearly all actives have a fitted effect of over 20% in size
# Target sequence (P02791 2-175 limits assumed): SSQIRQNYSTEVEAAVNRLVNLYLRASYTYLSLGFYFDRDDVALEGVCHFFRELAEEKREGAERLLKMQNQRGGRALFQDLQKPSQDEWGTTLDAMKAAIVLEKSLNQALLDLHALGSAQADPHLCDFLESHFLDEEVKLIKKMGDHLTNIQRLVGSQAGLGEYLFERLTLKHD
#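 Concentration-response curves derived by four-parameter Hill fitting of normalized fluorescence, where compounds displaced 1-AMA from 10 uM horse apoferritin following a brief 10 min room-temperature incubation; propofol titration acted as positive control.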
# TRHR enhancer: qHTS for Small Molecule Agonists and Allosteric Enhancers of Human TRH Receptor: Primary Screen for Enhancers. TRHR cells, fluo-8 calcium fluorescence, EC20 TRH enhancement. enhancement, % at 2 µM. 360,000 tested, 0.66% active. AID 493056, 2011; in the data active means enhancement above about 30%; further: 0% is about no effect
# Target sequence (P34981 whole entry, looked up): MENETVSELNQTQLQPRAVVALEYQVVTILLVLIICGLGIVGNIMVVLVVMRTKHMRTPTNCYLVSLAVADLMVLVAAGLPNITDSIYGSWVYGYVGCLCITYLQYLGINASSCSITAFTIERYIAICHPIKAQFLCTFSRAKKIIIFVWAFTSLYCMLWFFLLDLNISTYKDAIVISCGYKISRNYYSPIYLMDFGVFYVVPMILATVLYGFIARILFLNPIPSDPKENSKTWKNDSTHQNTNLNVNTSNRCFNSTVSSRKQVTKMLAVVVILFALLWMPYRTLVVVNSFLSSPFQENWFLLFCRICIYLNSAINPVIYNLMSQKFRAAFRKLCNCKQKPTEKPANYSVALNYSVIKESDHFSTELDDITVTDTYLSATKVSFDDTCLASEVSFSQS
#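 TRHR-expressing cells loaded with fluo-8 calcium dye were read kinetically (ex 480/em 530) during compound addition, then stimulated with an EC20 of TRH (10 nM final). Enhancement of the Gq-mediated intracellular calcium response was scored.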
# RXFP1 agonist: qHTS Assay for Agonists of the Relaxin Receptor RXFP1; Relaxin receptor 1 (Homo sapiens), Q9HBX9; HEK293T-RXFP1 cAMP TR-FRET, 30 min; response scale: percent of porcine relaxin response, buffer zero; Potency, µM (titrated, usually from 57.5 µM), without a hit: at the highest dose activation, most hits filed as activators; 370,000 tested, 0.3% active; further: potency means the concentration at half of the fitted maximal effect; on the % scale 0 is the no-effect control and ±100 the full control effect; nearly all actives have a fitted effect of over 60% in size; many of its hits are not listed in these tables
#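 Agonist response is measured as cAMP accumulation in an RXFP1-transfected HEK293T line under PDE4 inhibition. Values are scaled between buffer-only and 29 nM porcine relaxin, and EC50s come from standard Hill equation fits.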
# D1 antag: Antagonist of Human D 1 Dopamine Receptor: qHTS; HEK293 TREx D1 cells, calcium flux, dopamine EC80; active compounds read low; activity change, negative = inhibition, % at 10 µM; 360,000 tested, 3.2% active; in the data active means activity change below about -30%; further: on the % scale 0 is the no-effect control and ±100 the full control effect
#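 Tetracycline-induced HEK293 Trex D1 cells, force-coupled to calcium, dye-loaded; compounds added and read 180 s, then EC80 dopamine added and calcium flux tracked kinetically another 180 s.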
# D2 potentiator: HTS Assay for Positive Allosteric Modulators of the Human D2 Dopamine Receptor: Primary Screen for Potentiators. potentiation, % at 10 µM. AID 485347, 2010. 340,000 tested, 0.34% active. D(2) dopamine receptor (Homo sapiens), P14416. HEK293 T-REx D2, calcium flux, EC20 dopamine potentiation;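 active means potentiation over 3 SD above the plate norm, cut at about 30% in these data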; further: 0% is about no effect
# Target sequence (P14416 whole entry, looked up): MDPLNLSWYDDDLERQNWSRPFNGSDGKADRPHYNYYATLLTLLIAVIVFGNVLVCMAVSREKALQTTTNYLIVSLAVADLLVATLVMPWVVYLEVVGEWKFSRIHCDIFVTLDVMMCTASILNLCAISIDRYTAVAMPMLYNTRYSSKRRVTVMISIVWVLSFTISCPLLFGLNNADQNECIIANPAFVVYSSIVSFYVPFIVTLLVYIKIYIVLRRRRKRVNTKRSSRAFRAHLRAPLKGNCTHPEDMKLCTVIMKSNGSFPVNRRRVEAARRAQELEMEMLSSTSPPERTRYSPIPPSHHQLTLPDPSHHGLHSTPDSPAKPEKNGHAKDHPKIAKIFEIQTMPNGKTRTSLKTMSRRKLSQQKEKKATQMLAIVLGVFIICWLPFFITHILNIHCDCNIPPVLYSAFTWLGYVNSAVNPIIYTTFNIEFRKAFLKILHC
#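 Potentiation of an EC20 dopamine calcium response measured kinetically over 180 s, after a preceding 180 s compound-only read flagging agonists. Cells: inducible Hek293 Trex D2 line, 4000/well, cultured overnight at 30 C before dye loading.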
# D1 PAM: Potentiators of Human D1 Dopamine Receptor: qHTS | HEK293 TREx D1 cells, calcium flux, dopamine EC20 potentiation | potentiation, % at 10 µM | 360,000 tested, 0.036% active; in the data active means potentiation above about 30%; further: 0% is about no effect
# D1 agonist: Allosteric Agonists of the Human D1 Dopamine Receptor: qHTS; D(1A) dopamine receptor (Homo sapiens), P21728; HEK293 T-REx D1 cells, calcium flux, agonist mode; activation, % at 2 µM; 360,000 tested, 1% active; AID 504660, 2011; in the data active means activation above about 30%; further: 0% is about no effect
#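 Tetracycline-induced HEK293 TREx D1 cells, force-coupled to calcium signalling, were dye-loaded with a no-wash calcium kit. Compound was pin-added after a 10 s baseline. Fluorescence was read kinetically at 1 cycle/s for 180 s, with calcium rises flagged as agonism.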
# TRHR agonist: qHTS for Small Molecule Agonists and Allosteric Enhancers of Human TRH Receptor: Primary Screen for Agonists; Thyrotropin-releasing hormone receptor (Homo sapiens), P34981; TRHR cells, calcium flux fluo-8, FDSS agonist mode; activation, % at 2 µM; 360,000 tested, 0.18% active; AID 493084, 2011; in the data active means activation above about 30%; further: 0% is about no effect
#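 TRHR-expressing cells, plated overnight in medium with 10% serum, were loaded with fluo-8 calcium dye at room temperature. After a 10 s baseline, library compound was pin-added and calcium release was recorded kinetically (ex 480/em 530) as agonist response.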
# RXFP1 antag: qHTS Assay for Antagonists of the Relaxin Receptor RXFP1; activity change, negative = inhibition, % at 57.5 µM; HEK293-RXFP1, relaxin-stimulated cAMP HTRF, 30 min; active compounds read low; 350,000 tested, 0.59% active; AID 1259400, 2018; Relaxin receptor 1 (Homo sapiens), Q9HBX9;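 active means activity change of -60% or lower, but not beyond a set lower limit; inconclusive means change between -60% and -40%, or beyond the set limit; inactive means change above -40%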; further: on the % scale 0 is the no-effect control and ±100 the full control effect
# The depositor's hits bear a star; u = inconclusive; x = no result given; [ ] = remark or other dose. Unless noted, the call rests on the fitted dose curve; in most records, active means well fitted curve in the direction sought with a large enough effect; inconclusive means small, poorly fitted or top-dose-only effect, or another doubt; inactive means no such curve, though single readings can be large; an effect the other way counts as inactive or inconclusive.
SMILES,Apoferritin bind,TRHR enhancer,RXFP1 agonist,D1 antag,D2 potentiator,D1 PAM,D1 agonist,TRHR agonist,RXFP1 antag
Cc1cccc(N2CCN(C(=O)c3ccncc3)CC2)c1C,1%,0,0.5%,10,-4,-1,0,-1.0,-4
CCN1/C(=C/c2ccc3ccc(C)cc3[n+]2CC)Sc2ccccc21,-16%,-3,8.1%,3,10,-4,4,15,4
COc1nc(NCCC2=CCCCC2)nc(OC)n1,u,12,2.3%,-10,-1,0,5,-1.2,4
Cc1ccc[n+](CC(=O)Nc2cc(C(F)(F)F)ccc2Cl)c1,-9%,-4,0.3%,3,-24,-3,2,0.0,-12
Cc1ccc(-n2nc(C)c3c(C)cc(=O)n(CC(=O)NCc4ccc(OC(C)C)cc4)c32)cc1,47%[activator],4,4.7%,4,12,-2,-2,-0.5,-7
Cc1ccc(OCC(=O)Nc2ccc(-n3cnnn3)cc2)c(C)c1,x,0,0.1%,11,-6,-5,2,-0.5,8
CC(C(=O)N(C)C1CCS(=O)(=O)C1)N1C(=O)/C(=C/c2cccs2)SC1=S (configuration not stated),-2%,-2,0.0%,-5,1,-6,2,-0.1,-10
CCCn1c(=O)[nH]c(=O)c2c1nc(-c1ccccc1)n2CCN1CCOCC1,-15%,7,0.1%,x,7,1,-1,-0.4,-5
Cc1ccc(OCCn2cc(/C=C(\C#N)C(=O)NCC3CCCO3)c3ccccc32)cc1 (configuration not stated),-18%,-3,0.4%,2,-3,0,6,-0.5,19
Cc1ccccc1-c1noc(-c2ccccc2OCC(=O)Nc2cccc([N+](=O)[O-])c2)n1,u,-6,-5.7%,1,-5,-3,1,-0.5,x
COc1ccc(OC)c(NC(=O)C(CC(C)C)NC(=O)C2CCCCC2)c1 (configuration not stated),-21%,-5,0.7%,-7,5,0,2,-0.4,-6
Cc1[nH]c2ccccc2c1CCNC(=O)c1c(N)no[n+]1[O-],-7%,-5,-2.1%,-14,-1,5,3,0.1,-21
Cc1cc(C)n(-c2nc(N(C)C)nc(N(C)C)n2)n1,-17%,-3,0.3%,1,-9,3,0,-0.6,-11
CCCc1nc2ccccc2c(=O)n1CC(=O)c1ccc(OC)cc1,4%,4,u,-9,-1,3,-1,-2.6,1
Cc1c(C(=O)N2CCN(C)CC2)oc2ccc(Br)cc12,-5%,6,-0.8%,-1,1,-4,3,0.3,4
COc1ccc(CCNC(=O)CCCCCNC(=O)N2CCn3c2nc2ccccc23)cc1OC,-4%,1,-0.3%,-12,14,2,-1,0.4,-2
O=C(c1cc2ccccc2oc1=O)N(Cc1cccs1)Cc1ccccc1Cl,4%,-10,0.8%,-3,-8,-6,-1,0.6,-12
CCC(CO)Oc1cc(NC(=O)c2ccccc2)c2ncn(C(C)C)c2c1 (configuration not stated),x,-5,0.6%,-7,3,-1,1,-0.1,x
COc1ccc(OC)c(NC(=O)c2ccc3c(c2)CCN3S(C)(=O)=O)c1,-5%,-1,0.1%,25,-9,-5,2,0.0,-6
O=C(CSc1nnc(-c2cccnc2)o1)Nc1cccc(Cl)c1,0%,-1,1.7%,4,-11,-1,3,0.2,-9
CC(=O)N(Cc1ccco1)Cc1cc2cccc(C)c2n2nnnc12,-8%,-2,4.9%,9,-4,-1,0,0.3,x
Cc1ccc(NC(=O)c2sccc2-n2cccc2)c(C)c1,u,5,0.2%,-5,-12,0,0,-0.1,-10
O=C(Nc1ccccc1)Nc1ccc(Oc2ncnc3cc(Cl)ccc23)nc1,1%,1,-0.4%,0,x,-4,2,0.2,4
N#Cc1ccc(COC(=O)c2ccc(N3CCCC3)c([N+](=O)[O-])c2)cc1,-2%,0,2.0%,-17,2,-3,2,-1.1,u
Cc1ccc(NCc2cccn2-c2nnc(N3CCC(C(=O)NCCc4ccc(Cl)cc4)CC3)s2)cc1,77%[activator],1,-2.2%,-2,7,2,0,0.0,-16
O=C(NCCc1ccccc1)N1CCCC(CNS(=O)(=O)Cc2ccccc2)C1 (configuration not stated),-10%,-4,1.3%,-6,x,-6,0,-1.1,-5
Cc1ccc(NC(=O)CSc2nnc(-c3cccnc3)n2CCN2CCCCC2)cc1,-10%,0,0.0%,10,9,2,1,0.2,-1
O=C(Cn1c(NCCO)nc2ccccc21)c1ccc(F)cc1,-4%,23,3.8%,4,-4,-2,3,-0.4,1
O=C(Nc1ncccc1O)c1cccc(S(=O)(=O)N2CCCc3ccccc32)c1,x,9,0.0%,-23,x,-5,6,-0.3,-8
CC1=NN(c2nc3ccccc3[nH]2)C(=O)/C1=C/N(C)C,-4%,3,3.0%,31,6,6,2,-0.3,-2
CCOC(=O)c1sc(NC(=O)CCN2CCN(CC)CC2)c(C(=O)OCC)c1C,-23%,-1,1.1%,8,-8,5,0,1.2,-40
COc1ccc(NC(=O)N2CCCC2C(=O)Nc2ccc(C)cc2)cc1 (configuration not stated),-2%,0,-1.7%,-16,2,-6,3,-0.2,9
Cc1ccc(-c2cn(S(=O)(=O)c3cccc4nsnc34)nc2N)cc1,-20%,10,-0.5%,-1,-3,-1,3,-0.1,-2
CCOC(=O)c1c(OCCO)nn(-c2ccc(Cl)cc2)c1N,2%,-4,-0.4%,-7,0,-6,0,0.0,-7
Cc1ccc2[nH]c(CCN(C)C)c(CC#N)c2c1,-1%,66*,0.3%,9,-7,-2,20,0.0,0
c1ccc(CNc2cncnc2)cc1,-14%,-5,1.0%,-22,2,1,0,0.4,12
O=C(Nc1cccnc1)c1ccc(Cl)c(Cl)c1,-12%,-4,-0.9%,4,-5,-2,9,-1.9,-19
CCCNC(=O)c1cc2ccccc2c(=O)o1,-3%,-2,3.0%,2,-5,-6,4,0.3,4
O=C(CNC1CCCCCC1)c1cccs1,-14%,1,-0.1%,-5,x,5,1,0.5,16
N#Cc1ccc(C2N=C(c3ccccc3)NO2)cc1 (configuration not stated),-3%,-6,0.8%,-1,3,x,4,-0.6,2

# Grouped by structure, the entries above containing fluorine
SMILES,Apoferritin bind,TRHR enhancer,RXFP1 agonist,D1 antag,D2 potentiator,D1 PAM,D1 agonist,TRHR agonist,RXFP1 antag
Cc1ccc[n+](CC(=O)Nc2cc(C(F)(F)F)ccc2Cl)c1,-9%,-4,0.3%,3,-24,-3,2,0.0,-12
O=C(Cn1c(NCCO)nc2ccccc21)c1ccc(F)cc1,-4%,23,3.8%,4,-4,-2,3,-0.4,1

# The listing picks up; the two compounds before the break are reprinted first.
SMILES,Apoferritin bind,TRHR enhancer,RXFP1 agonist,D1 antag,D2 potentiator,D1 PAM,D1 agonist,TRHR agonist,RXFP1 antag
O=C(CNC1CCCCCC1)c1cccs1,-14%,1,-0.1%,-5,x,5,1,0.5,16
N#Cc1ccc(C2N=C(c3ccccc3)NO2)cc1 (configuration not stated),-3%,-6,0.8%,-1,3,x,4,-0.6,2
Cc1ccc(C)c(Cn2nnc3c(=O)[nH]c(C4CCN(S(=O)(=O)c5ccc(S(=O)(=O)NC6CC6)cc5)CC4)nc32)c1,-1%,3,-1.5%,-3,5,1,5,1.5,-5
COC(=O)C1C(=O)/C(=C(/C)N2CCCC2)C(=O)CC1(C)C (configuration not stated),-13%,-2,1.9%,-9,3,-2,3,-0.8,-3
CCN(CC)CCCNC(=O)c1ccc(Cn2c(=O)[nH]c3cc(OC)c(OC)cc3c2=O)cc1,-7%,-1,2.3%,-15,0,1,1,-0.2,x
O=C(NNc1c(Cl)cccc1Cl)c1cccs1,u,0,-0.4%,-2,14,-15,2,-0.5,u
Cc1ccccc1C(=O)NC(=S)Nc1ccc(N2CCN(C(=O)c3ccccc3)CC2)cc1,-9%,0,6.3%,-5,-4,-3,10,0.2,0
CN(CC(O)COc1ccc(S(=O)(=O)N2CCOCC2)cc1)C1CCCCC1 (configuration not stated),-19%,3,0.8%,0,-11,-1,1,0.0,-14
C[C@@]12CCC=C[C@H]1[C@H](c1ccc(F)c(/C=C/c3ccccc3)c1)N(Cc1ccccc1)C2=O,0%,16,1.8%,0,9,1,6,0.6,x
Nc1ccc(C(=O)Nc2cccc(N)c2)cc1,-1%,-3,-1.0%,11,2,-6,3,1.4,9
CCCCCCCNC(=O)C1(CC2CC(c3ccc(Cl)cc3)=NO2)CCN(C(=O)OC(C)(C)C)CC1 (configuration not stated),-14%,-6,0.0%,15,5,-7,4,1.5,x
COc1ccc(N(CC(=O)NCc2ccccc2)S(=O)(=O)c2c(C)noc2C)cc1,-6%,-8,3.0%,-24,-2,13,3,-0.4,2
Cc1ccc(NC(=O)c2cc(-c3ccccc3O)n[nH]2)cc1C,5%,1,-0.9%,-15,8,-4,4,0.3,-3
CC(=O)c1cc2c(s1)-c1cc(F)ccc1OC2,879%[activator],-5,8.8%,2,9,0,0,0.1,2
CC(=O)CCc1ccc(OCCCCn2cncn2)cc1,7%,3,-0.2%,-16,15,-9,5,-0.4,-5
COc1ccccc1NC(=O)CN1CCCCC1,-11%,-3,-0.3%,-12,-7,0,1,-0.1,-1
Cc1nc2c3ccccc3[nH]c(=O)n2n1,1%,3,5.6%,-3,14,-7,-1,0.2,-4
CCCc1cc(=O)[nH]c2nnc(SCC(=O)Nc3cc(C)on3)n12,x,-1,-0.1%,-1,-2,7,5,0.5,-2
CCOc1ccc(CC(=O)NCC2(N3CCCCC3)CCCCC2)cc1,-9%,2,3.4%,16,-6,-2,4,1.4,-13
COc1ccc(C(C)(C)C)cc1S(=O)(=O)N1CCN(C)CC1,-7%,-7,1.2%,-2,-15,-5,5,0.1,-4
CCOc1ccc(S(=O)(=O)N2CCN(S(=O)(=O)c3ccc(OCC)cc3)C(C)C2)cc1 (configuration not stated),-3%,10,-0.6%,6,-7,-13,0,0.5,1
O=C(c1ccccn1)N1CCCC(N2CCN(c3cccc(C(F)(F)F)c3)CC2)C1 (configuration not stated),-11%,-3,-0.9%,3,x,-5,0,-0.4,1

# Not all compounds are listed; the hit share may differ from the screen's.
